D2 potentiator = HTS Assay for Positive Allosteric Modulators of the Human D2 Dopamine Receptor: Primary Screen for Potentiators; D(2) dopamine receptor (Homo sapiens), P14416; HEK293 T-REx D2, calcium flux, EC20 dopamine potentiation; potentiation, % at 10 µM; hit rate 0.34% among 340,000; AID 485347, 2010;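 active means potentiation over 3 SD above the plate norm, cut at about 30% in these data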; further: 0% is about no effect
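Cells plated with tetracycline inducer and held overnight at 30 C; calcium dye loaded 30–90 min at room temperature; baseline taken, compound added and read 180 s; EC20 dopamine then added and read 180 s.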
TRHR PAM = qHTS for Small Molecule Agonists and Allosteric Enhancers of Human TRH Receptor: Primary Screen for Enhancers; TRHR cells, fluo-8 calcium fluorescence, EC20 TRH enhancement; enhancement, % at 2 µM; hit rate 0.66% among 360,000; AID 493056, 2011; in the data active means enhancement above about 30%; further: 0% is about no effect
Target sequence (P34981 whole entry, looked up): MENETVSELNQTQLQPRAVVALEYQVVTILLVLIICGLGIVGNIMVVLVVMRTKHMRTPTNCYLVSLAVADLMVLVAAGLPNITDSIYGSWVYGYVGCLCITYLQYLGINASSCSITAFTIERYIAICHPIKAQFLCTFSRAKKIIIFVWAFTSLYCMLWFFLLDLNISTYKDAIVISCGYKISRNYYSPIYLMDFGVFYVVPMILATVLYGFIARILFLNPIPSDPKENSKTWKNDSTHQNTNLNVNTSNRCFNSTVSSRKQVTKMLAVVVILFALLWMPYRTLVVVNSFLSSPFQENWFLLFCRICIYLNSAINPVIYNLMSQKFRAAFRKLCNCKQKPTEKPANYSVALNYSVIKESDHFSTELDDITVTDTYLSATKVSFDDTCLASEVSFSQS
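Enhancer read-out: after compound pinning and an initial kinetic agonist-mode read, an EC20 of TRH (10 nM final) was injected and fluo-8 calcium signal (Ex 480/Em 530) followed at 1 s/cycle for 100 cycles in TRHR-expressing cells.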
RXFP1 antag = qHTS Assay for Antagonists of the Relaxin Receptor RXFP1 | Relaxin receptor 1 (Homo sapiens), Q9HBX9 | HEK293-RXFP1, relaxin-stimulated cAMP HTRF, 30 min; hits give low values | activity change, negative = inhibition, % at 57.5 µM | hit rate 0.59% among 350,000 | AID 1259400, 2018;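 active means activity change of -60% or lower, but not beyond a set lower limit; inconclusive means change between -60% and -40%, or beyond the set limit; inactive means change above -40%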; further: on the % scale 0 is the no-effect control and ±100 the full control effect
D2 ag = HTS Assay for Allosteric Agonists of the Human D2 Dopamine Receptor: Primary Screen for Agonists; D(2) dopamine receptor (Homo sapiens), P14416; hit rate 0.53% among 340,000; HEK293 T-REx D2 cells, calcium flux agonist mode; activation, % at 2 µM;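 active means activation over 3 SD above normal in the single-dose calcium agonist read, cut at about 30% in these data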; further: 0% is about no effect
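Agonism is scored from calcium flux in a force-coupled, inducible HEK293 cell line expressing D2, read kinetically for 180 s after compound addition against dopamine controls.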
D1 antagonist = Antagonist of Human D 1 Dopamine Receptor: qHTS. D(1A) dopamine receptor (Homo sapiens), P21728. HEK293 TREx D1 cells, calcium flux, dopamine EC80; hits give low values. activity change, negative = inhibition, % at 10 µM. hit rate 3.2% among 360,000. AID 504652, 2011; in the data active means activity change below about -30%; further: on the % scale 0 is the no-effect control and ±100 the full control effect
Target sequence (P21728 whole entry, looked up): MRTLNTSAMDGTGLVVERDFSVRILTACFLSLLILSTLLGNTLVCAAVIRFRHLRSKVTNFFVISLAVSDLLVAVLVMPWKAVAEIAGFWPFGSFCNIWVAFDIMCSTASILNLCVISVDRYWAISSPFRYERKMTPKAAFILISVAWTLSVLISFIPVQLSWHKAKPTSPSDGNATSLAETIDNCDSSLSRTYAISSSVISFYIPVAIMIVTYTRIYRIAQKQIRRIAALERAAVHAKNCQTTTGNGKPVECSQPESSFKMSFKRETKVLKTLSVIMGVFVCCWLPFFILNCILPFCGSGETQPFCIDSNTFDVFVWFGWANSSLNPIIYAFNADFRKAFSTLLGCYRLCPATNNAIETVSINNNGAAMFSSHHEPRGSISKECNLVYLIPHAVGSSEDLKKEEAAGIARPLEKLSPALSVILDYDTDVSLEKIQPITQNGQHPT
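Inducible Hek293 Trex D1 cells (tetracycline, overnight, 30 C). Calcium dye 30–90 min RT. Antagonist mode: EC80 dopamine added after 180 s compound read.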
D1 potentiator = Potentiators of Human D1 Dopamine Receptor: qHTS; D(1A) dopamine receptor (Homo sapiens), P21728; HEK293 TREx D1 cells, calcium flux, dopamine EC20 potentiation; potentiation, % at 10 µM; hit rate 0.036% among 360,000; in the data active means potentiation above about 30%; further: 0% is about no effect
D1 ag = Allosteric Agonists of the Human D1 Dopamine Receptor: qHTS; activation, % at 2 µM; HEK293 T-REx D1 cells, calcium flux, agonist mode; D(1A) dopamine receptor (Homo sapiens), P21728; hit rate 1% among 360,000; further: 0% is about no effect
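Tetracycline-induced HEK293 TREx D1 cells, force-coupled to calcium signalling, were dye-loaded with a no-wash calcium kit. Compound was pin-added after a 10 s baseline. Fluorescence was read kinetically at 1 cycle/s for 180 s, with calcium rises flagged as agonism.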
TRHR agonist = qHTS for Small Molecule Agonists and Allosteric Enhancers of Human TRH Receptor: Primary Screen for Agonists; Thyrotropin-releasing hormone receptor (Homo sapiens), P34981; activation, % at 2 µM; hit rate 0.18% among 360,000; TRHR cells, calcium flux fluo-8, FDSS agonist mode; further: 0% is about no effect
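Read-out: compound-evoked intracellular calcium rise in TRHR cells, fluo-8 dye, kinetic FDSS fluorescence at 1 s/cycle following a 10-cycle baseline. Cells cultured overnight before dye loading (30 min–1.5 h, RT).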
D2 antagonist = HTS Assay for Allosteric Antagonists of the Human D2 Dopamine Receptor: Primary Screen for Antagonists; HEK293 TREx D2 cells, calcium flux, dopamine EC80; inhibition, % at 10 µM; hit rate 2% among 340,000; in the data active means inhibition above about 30%; further: 0% is about no effect
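Cells plated overnight at 30 C with tetracycline; no-wash calcium dye, 30–90 min RT; 10 s baseline; compound pinned; 180 s read; EC80 dopamine added; another 180 s read.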
* hit, by the source's call; ? = inconclusive; / = no result given. Unless noted, no stated cut-off is given here; in the data, active means activation above about 30%; inactive means the rest.

cpd | structure | D1 potentiator | D2 ag | D2 potentiator | TRHR PAM | TRHR agonist
1 | COC(=O)CC1SC(=O)NC1=Nc1ccc(C)cc1 (configuration not stated) | -4 | / | -33 | -3 | 0.0
2 | Fc1cc(F)c(F)c(SCCc2ccncc2)c1F | -9 | 0.3 | -5 | -1 | -0.5
3 | CC1(C)CC(=O)C2=C(C1)N(c1ccc(F)cc1)C(=O)CC2c1ccsc1 (configuration not stated) | 2 | -1.3 | -4 | -1 | -0.5
4 | CCc1nnc(NC(=O)CCC(=O)NC2CCCCCC2)s1 | -3 | 0.3 | 5 | 2 | 0.1
5 | CSc1ccc(-c2nc(CSCC(=O)NCCCN3CCCC3=O)c(C)o2)cc1 | -2 | -1.3 | -3 | 3 | -0.7
6 | CCOC(=O)c1c(NC(=O)CSc2cn(CCNC(=O)c3ccc(OC)cc3)c3ccccc23)sc2c1CCC2 | -3 | -0.9 | -1 | 5 | 0.7
7 | CCC1(CC)C(=O)C(C)(C)C(=O)OC1c1cccs1 (configuration not stated) | -5 | -2.1 | 3 | -2 | 0.7
8 | Cc1nc2cc(S(=O)(=O)C(F)(F)F)ccc2s1 | -8 | 0.2 | -7 | -4 | 0.4
9 | COC(=O)c1ccccc1NC(=O)CSc1ncn[nH]1 | 2 | 0.4 | -2 | 7 | 0.2
10 | O=C(CCc1nc2ccccc2s1)OCc1ccccc1F | -2 | -1.5 | -5 | -3 | -1.4
11 | Cc1ccc(S(=O)(=O)c2nnn3c2nc(NCc2cccs2)c2sccc23)cc1 | -2 | / | 5 | 3 | 0.0
12 | O=C(/C=C/c1cccc(Cl)c1)Nn1c(-c2cccs2)nc2ccccc2c1=O | -1 | -0.4 | 8 | -1 | 0.7
13 | CCN(CC)CCNC(=O)C1(O)c2cc(Br)ccc2NC(=O)N1c1ccccc1 (configuration not stated) | -2 | -0.2 | -2 | 2 | 0.1
14 | O=C(NC1CCCC1)c1ccc(COCC(F)(F)C(F)F)o1 | -4 | 0.6 | -12 | -1 | -0.2
15 | COc1cc(/C=C(/Sc2nnc(-c3ccc(F)cc3)o2)C(=O)O)ccc1OC(F)F | -5 | 3.0 | 1 | 0 | -0.8

cpd | D1 ag | D1 antagonist | RXFP1 antag | D2 antagonist
1 | 0 | -10 | -7 | /
2 | 17 | -27 | -4 | -30
3 | 0 | -21 | / | -1
4 | 6 | -14 | -4 | -3
5 | 8 | 0 | 11 | 1
6 | 0 | 0 | / | /
7 | -1 | -9 | -4 | -1
8 | 1 | 14 | 6 | -8
9 | 5 | 1 | 5 | 1
10 | 5 | -11 | -15 | 4
11 | -1 | -25 | 11 | /
12 | 0 | -10 | 0 | -1
13 | 3 | 5 | 6 | -7
14 | 0 | -5 | -18 | 17
15 | 4 | -4 | 0 | -27

Further structures follow.
cpd | structure | D1 potentiator | D2 ag | D2 potentiator | TRHR PAM | TRHR agonist
16 | Cc1cc(Nc2ccccc2)n(CCO)n1 | -5 | -0.5 | -5 | -4 | 0.4
17 | Cc1ccc(-n2nc(C(=O)N3CCN(c4ccc(F)cc4)CC3)c(=O)n(C)c2=O)cc1 | -1 | -0.3 | -9 | -2 | -0.4
18 | CCc1cccc(NC(=O)C2CCC(CNS(=O)(=O)c3ccc4c(c3)CCCC(=O)N4)CC2)c1 (configuration not stated) | -1 | -0.2 | -3 | 4 | 0.1
19 | CCOc1ccccc1CN1CCC(Oc2ccc(C(=O)NCc3ccccn3)cc2)CC1 | -8 | 0.4 | -13 | -1 | 0.6
20 | CCOC(=O)c1cnc2ccc(OC)cc2c1NCCc1ccccc1 | 0 | -2.1 | 2 | 6 | -0.7
21 | O=C(NCc1ccc(Cl)cc1)C(=O)NCC(c1ccco1)S(=O)(=O)c1cccs1 (configuration not stated) | -4 | 0.7 | / | 4 | 0.1
22 | O=C(c1ccc(F)cc1)n1c(=S)nc2ccccn21 | -3 | -0.6 | 3 | 4 | -0.8
23 | C/C(CC(=O)Nc1ccc(Cl)cc1Cl)=N\NC(=O)c1cnccn1 | 2 | 6.7 | -6 | -3 | -0.7
24 | O=C(COC(=O)c1cccc2ccccc12)Nc1ncc(C(F)(F)F)cc1Cl | 3 | 0.3 | -1 | 0 | 1.2
25 | Cc1oc2c(c1C(=O)NCc1ccccc1F)C1=NCCN1C=N2 | -1 | 0.1 | 13 | 8 | -0.1
26 | COc1cc(/C=N/S(=O)(=O)CCc2ccccc2)ccc1O | 1 | 0.5 | 13 | -1 | 0.0
27 | O=C(NCCc1ccccc1)C1CC(=O)N(c2ccc3c(c2)OCCO3)C1 (configuration not stated) | -3 | 0.9 | 6 | 0 | -0.1
28 | CCOc1cccc(CN2CCCC(CNC(=O)c3cccc(OC)c3OC)C2)c1 (configuration not stated) | 0 | -0.7 | -1 | -2 | -0.1
29 | Cc1nnc(NC(=O)CSc2nnc(-c3ccco3)o2)s1 | -3 | 2.7 | -8 | -4 | -1.5
30 | COc1ccc(NC(=O)c2cccnc2N2CCOCC2)cc1 | 1 | 0.2 | 0 | 4 | 0.1

cpd | D1 ag | D1 antagonist | RXFP1 antag | D2 antagonist
16 | 0 | -10 | -15 | -23
17 | 1 | -1 | -6 | /
18 | 3 | 2 | / | /
19 | 6 | 7 | -17 | -20
20 | 0 | 6 | ? | /
21 | 0 | / | -21 | /
22 | 2 | -2 | / | -4
23 | 0 | -1 | -12 | -8
24 | 1 | -9 | -11 | 20
25 | 0 | 21 | -11 | /
26 | 4 | -6 | -10 | 0
27 | 3 | 7 | -7 | 19
28 | 6 | -22 | 8 | 7
29 | 0 | 24 | 2 | -17
30 | 0 | -2 | 7 | 14

Random excerpt: three records from the list, in no set order.
cpd | structure | D1 potentiator | D2 ag | D2 potentiator | TRHR PAM | TRHR agonist
21 | O=C(NCc1ccc(Cl)cc1)C(=O)NCC(c1ccco1)S(=O)(=O)c1cccs1 (configuration not stated) | -4 | 0.7 | / | 4 | 0.1
24 | O=C(COC(=O)c1cccc2ccccc12)Nc1ncc(C(F)(F)F)cc1Cl | 3 | 0.3 | -1 | 0 | 1.2
30 | COc1ccc(NC(=O)c2cccnc2N2CCOCC2)cc1 | 1 | 0.2 | 0 | 4 | 0.1

cpd | D1 ag | D1 antagonist | RXFP1 antag | D2 antagonist
21 | 0 | / | -21 | /
24 | 1 | -9 | -11 | 20
30 | 0 | -2 | 7 | 14

The listing continues:
cpd | structure | D1 potentiator | D2 ag | D2 potentiator | TRHR PAM | TRHR agonist
31 | Cc1ccc(NC(=O)Nc2ccccc2C#N)c(Cl)c1 | -1 | -1.5 | 6 | 0 | -0.4
32 | CN(c1ccc(C(=O)Nc2ccc(F)cc2F)cc1)S(=O)(=O)c1ccccc1 | -3 | -0.8 | -13 | 3 | -0.1
33 | Cn1c(Cn2nnc3ccccc32)nnc1SCC(=O)Nc1nccs1 | -6 | 1.0 | 17 | 5 | 0.6
34 | CC(C)(C)OC(=O)N1CCN(C(=O)[C@H](Cc2ccc(O)cc2)n2cc(CCO)nn2)CC1 | 0 | -0.3 | -5 | -7 | 0.0
35 | Cn1ncc(N2CCN(C(=O)c3ccc(Cl)cc3)CC2)c(Cl)c1=O | -5 | -0.4 | 8 | 2 | -0.5
36 | CC12CC3CC(C)(C1)CC(CN)(C3)C2 | -13 | -0.3 | -6 | 2 | 1.1
37 | CCC(c1nnc(SCC(=O)Nc2nnc(-c3ccccc3)o2)o1)N(C)C (configuration not stated) | 0 | 0.9 | -3 | -11 | 0.2
38 | CC(C(=O)Nc1ccccc1)N1C(=O)c2ccccc2C1=O (configuration not stated) | -1 | 0.0 | -3 | 32* | 0.2
39 | CCc1c(C(=O)N2CCOCC2)csc1C | -7 | -0.4 | 4 | 4 | 1.1
40 | Cc1ccc(S(=O)(=O)Nc2ccc(NC(=O)c3cccs3)cc2)cc1 | 1 | 0.1 | -1 | 2 | -0.7
41 | O=S(=O)(NC(=S)NC1CCCCC1)c1ccccc1 | -3 | -1.0 | 12 | -4 | 0.8
42 | Cc1cc(C)c(C(=O)Nc2ccc(C)c(C)c2)c(CC(C)(C)C(=O)O)c1 | -2 | -1.5 | -7 | -6 | 0.4
43 | COc1ccc(NC(=O)Cn2nnc3sc4c(c3c2=O)CCCC4)cc1 | 3 | -0.2 | 2 | 19 | 0.5
44 | CN1C(=O)C(C)(C)c2cc(S(=O)(=O)NCCc3ccc(Cl)cc3)ccc21 | -7 | 0.5 | -4 | -1 | 0.0
45 | Cc1cc(C(=O)COC(=O)c2ccc(O)cc2)c(C)n1CC(F)(F)F | -13 | / | / | 7 | 0.1

cpd | D1 ag | D1 antagonist | RXFP1 antag | D2 antagonist
31 | -2 | -15 | 3 | -2
32 | 8 | -12 | -7 | 10
33 | 1 | -17 | 9 | -2
34 | -1 | -5 | / | -10
35 | 0 | -3 | -5 | -11
36 | 7 | 1 | -3 | -7
37 | 1 | 9 | 8 | -6
38 | 0 | 2 | -13 | -1
39 | 3 | 3 | -12 | -6
40 | 3 | 0 | -39 | -21
41 | 4 | -2 | 13 | -3
42 | 2 | 30 | 20 | -9
43 | 1 | 6 | -8 | /
44 | 1 | -2 | -17 | -3
45 | 5 | -27 | 11 | /

Additional entries follow:
cpd | structure | D1 potentiator | D2 ag | D2 potentiator | TRHR PAM | TRHR agonist
46 | Cc1cccc(C)c1NC(=O)COC(=O)C1Cc2ccccc2CN1C(=O)c1ccccc1 (configuration not stated) | 0 | -1.1 | -5 | -3 | 0.1
47 | Cc1cc(C)nc(NS(=O)(=O)c2ccc(NS(=O)(=O)c3ccc(C#N)cc3)cc2)n1 | 0 | 0.1 | 17 | 3 | 0.8
48 | CC(OC(=O)CCc1ccccc1)C(=O)Nc1ncc(Cl)cc1Cl (configuration not stated) | 1 | 0.1 | 8 | -9 | -0.7
49 | COc1cc(/C=N/NC(=O)c2cc[n+]([O-])cc2)ccc1O | -9 | 0.5 | 4 | -3 | 1.3
50 | Cc1cc(C)c(NC(=O)CN(C)S(=O)(=O)c2ccc3c(c2)CCC(=O)N3)c(C)c1 | -3 | -0.1 | 2 | 10 | -0.3
51 | Cc1ccc(CN2C(=O)N/C(=C\c3ccc(N4CCOCC4)cc3)C2=O)cc1 | -6 | 0.4 | 16 | -3 | -0.2
52 | CCOC(=O)C1CCN(S(=O)(=O)Cc2ccc(Cl)cc2)CC1 | 0 | 1.7 | / | -5 | 0.4

cpd | D1 ag | D1 antagonist | RXFP1 antag | D2 antagonist
46 | 1 | 2 | / | -8
47 | 3 | 11 | -4 | -12
48 | 3 | -13 | -3 | -14
49 | 5 | -1 | -18 | 0
50 | 0 | 0 | -4 | /
51 | 2 | -2 | -2 | -7
52 | 16 | -4 | -1 | -5

Screens: PubChem BioAssay, National Center for Advancing Translational Sciences (NCATS)
